High-throughput results: PubChem BioAssay, National Center for Advancing Translational Sciences (NCATS)
ERK EGF block – inhibitors of EGF-stimulated ERK signaling pathway; HEK293-V1b, EGF-stimulated phospho-ERK AlphaScreen; Potency, µM (titrated, usually from 11.5 µM), for inactives: at the top dose activity change, negative = inhibition, actives largely listed as inhibitors; 130,000 compounds, 0.41% hits; AID 1454; active = well fitted inhibition curve with a large enough effect; inconclusive = small, poorly fitted or top-dose-only effect, or effect the other way;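 note: plate controls were stimulated vehicle wells for no effect and unstimulated vehicle basal for full effect; nearly all actives have a fitted effect of over 55% in size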
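Readout: AlphaScreen signal for phosphorylated ERK in lysed HEK293 cells stably expressing V1b. Stimulus 25 nM EGF, 5 min, following 30 min compound exposure. Data scaled to DMSO basal and full EGF activation.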
* = called active by the depositor; ? = inconclusive; [ ] = remark or other dose. Potency is the fitted concentration of half-maximal effect.

SMILES	ERK EGF block
CCOC(=O)CC1COCCN1Cc1cn(C)nc1-c1ccccc1F (configuration not stated)	-13%
Cc1nc2ccccc2n1C1CCN(C(=O)Nc2ccccc2)CC1	-4%
O=C(NC(=S)NC1CCCc2ccccc21)c1ccco1 (configuration not stated)	-6%
CN(C)c1cccc(C(=O)NCc2ccccc2Cl)c1	-6%
COc1ccc(Cl)cc1NC(=O)CN(C)CC(=O)Nc1ccccc1-c1ccccc1	8%
O=C(c1ccncc1)N1N=C2CCCCCC2C1(O)C(F)(F)F (configuration not stated)	-12%
Cc1cnccc1CN(C)Cc1cn(C)nc1-c1cccc(Cl)c1	-12%
O=C1Nc2ccccc2S/C1=C/NCc1ccccc1Cl	2%
Cc1ccc(S(=O)(=O)/N=C/c2ccc(N(C)C)cc2)cc1	-1%
CC(C)CC(NC(N)=O)C(=O)OCC(=O)Nc1ccc(OC(F)F)cc1 (configuration not stated)	-5%
COc1ccc(C(=O)/C=C/c2cn(CC(O)CN3CCN(C)CC3)c3ccccc23)cc1OC (configuration not stated)	-4%[57.5 µM]
Cc1cnc2cc([N+](=O)[O-])ccc2n1	8%
COc1ccc(C2CC(c3ccccc3)=NN2C(=O)COC(=O)COc2ccccc2)cc1 (configuration not stated)	-2%
COC(=O)c1c(NC(=O)COC(=O)c2ccc(NC(=O)CC#N)cc2)sc2c1CCCCC2	-11%
Cc1nn(-c2ccccc2)c(C)c1NC(=O)CCl	-1%
Cc1ccc(/C(N)=N/OC(=O)Cc2ccccc2)cc1	1%
CCc1ccc(NC2CC(=O)N(CCc3ccc(OC)c(OC)c3)C2=O)cc1 (configuration not stated)	2%
O=C(c1cnccn1)N1CCC2(CC1)CCN(c1ccccc1)CC2	6%
Cc1ccc(NC(=O)COC(=O)Cn2cnc3ccccc32)cc1S(=O)(=O)N(C)C	2%
O=C(Cc1ccc(S(=O)(=O)N2CCCCC2)s1)Nc1ccc(F)cc1F	5%
Cc1cccc(OCc2nnc(SCC(=O)Nc3ncc(C)s3)o2)c1	-7%
Cc1ccc(S(=O)(=O)N2CCN(CC(=O)N/N=C/C=C/c3ccccc3)CC2)cc1	-7%
CCCCCC(=O)NNC(=S)NC(=O)c1cccc([N+](=O)[O-])c1	-7%
COc1cc(C(CCN2CCCCC2)c2c(OC)cc(OC)c3c(-c4ccccc4)cc(=O)oc23)cc(OC)c1OC (configuration not stated)	-17%[57.5 µM]
CCOc1ccc2nc(C)cc(Nc3ccc(N4CCOCC4)cc3)c2c1	9%
COc1cc(OC)cc(C(=O)NC(C)c2cnn(-c3ccccc3C)c2C)c1 (configuration not stated)	-12%
O=C(O)C(Cc1ccccc1)N1C(=O)/C(=C/c2cccnc2)SC1=S (configuration not stated)	6%[57.5 µM]
N#CC(C(=O)c1ccccc1)=C1SCCS1	-13%[57.5 µM]
O=C(CCc1ccccn1)N1CCCC(CNS(=O)(=O)c2cccs2)C1 (configuration not stated)	-6%
COc1ccc(N(C)C(=O)c2cc3c(s2)-c2c(C)cccc2OC3)c(OC)c1	-6%[57.5 µM]
CC(/C=C/c1ccccc1F)=N\NC(=O)c1ccc(Cl)cc1	-6%
CCOc1ccc(NC(=O)COC(=O)C23CC4CC(CC(C4)C2)C3)c([N+](=O)[O-])c1	?
Cc1ccc(-c2nc3ccccn3c2NC(=O)c2ccco2)cc1	3%
Cc1ccsc1/C=N/Nc1ncnc2nc[nH]c12	-3%
O=C(Oc1coc(CSc2ncccn2)cc1=O)c1cccc([N+](=O)[O-])c1	4%
O=C(Cc1ccc([N+](=O)[O-])cc1)Nc1cccnc1	5%[57.5 µM]
O=C(NNC1=Nc2ccccc2SC1)c1ccccc1F	-2%[57.5 µM]
CC(C)N1CCC(N2CCN(C3CCCC3)CC2CCO)CC1 (configuration not stated)	-17%
O=c1oc2cc(O)ccc2c2oc3cc(O)ccc3c12	-1%
CC1=NN(c2nc3ccccc3[nH]2)C(=O)/C1=C/N(C)C	3%
COc1cc2nc(=S)n3[nH]c(COc4ccccc4C)nc3c2cc1OC	-2%
O=C(CC1S/C(=N\S(=O)(=O)c2ccccc2)N(c2ccccc2)C1=O)Nc1ccc(F)cc1 (configuration not stated)	-6%
Cc1cccc(N2C(=O)C3C4C=CC(C5CC45)C3C2=O)n1 (configuration not stated)	4%[57.5 µM]
O=C(CCl)N=c1sccn1Cc1ccccc1Cl	-1%[57.5 µM]
Cc1ccc(NC(=O)c2ccccc2Br)cc1S(=O)(=O)N(C)C	-1%
CC(C)(C)[C@H]1C=C(C(=O)N2CCN(Cc3ccccc3)CC2)O[C@@H](OCc2ccc(CO)cc2)C1	-3%[57.5 µM]
COCCN=c1scc(-c2ccccc2)n1/N=C/c1c[nH]c2ccccc12	4%
O=C(c1cnccn1)N1CCC2(CCCN(Cc3nccs3)C2)CC1	9%
Cc1ccc(NC(=O)Cn2cc(S(=O)(=O)c3ccccc3)c(=O)c3cc(F)ccc32)cc1	6%
O=C(O)c1cccc(Cl)n1	-24%[57.5 µM]

Later entries.
SMILES	ERK EGF block
Cc1ccc(N/C(=N/S(=O)(=O)c2cccs2)c2ccccc2)c(C)c1	3%
Cc1[nH]c2ccc(-c3n[nH]c(=S)n3-c3ccc(Br)cc3)cc2c1C	6%
CN(Cc1nc(Cc2ccccc2F)no1)[C@@H]1CS(=O)(=O)C[C@H]1O	5%
O=C(Cc1ccccc1)NNC1CC(=O)N(c2ccc(Oc3ccccc3)cc2)C1=O (configuration not stated)	-4%[57.5 µM]
COc1cccc2cc(C(C)N(CCCN3CCOCC3)C(=S)Nc3cc(C)cc(C)c3)oc12 (configuration not stated)	-5%
COc1ccccc1NC(CC(=O)c1ccccc1)C(=O)OCC(=O)c1ccc(C)cc1 (configuration not stated)	2%
COC(=O)c1ccc(NC(=S)N2CCN(Cc3ccccc3Cl)CC2)cc1	9%
Cc1ccccc1CC1(CO)CCCN(C(=O)c2cc(-c3ccccc3)no2)C1 (configuration not stated)	?
COc1ccc(CCNC(=O)CSc2nnc(-c3ccc(F)cc3)c3ccccc23)cc1OC	6%
CC(=O)Nc1sc(NC(=O)c2ccc([N+](=O)[O-])cc2)nc1-c1cccs1	8%[57.5 µM]

Entries shown so far with bromine (two):
SMILES	ERK EGF block
Cc1ccc(NC(=O)c2ccccc2Br)cc1S(=O)(=O)N(C)C	-1%
Cc1[nH]c2ccc(-c3n[nH]c(=S)n3-c3ccc(Br)cc3)cc2c1C	6%

Following part.
SMILES	ERK EGF block
OCCNc1nc(-c2ccccc2)nc2ccccc12	?
CCN1CCN(CCCN(Cc2ccco2)C(=S)Nc2ccc(Cl)cc2)CC1	2%
O=C(CSc1ccccn1)Nc1ccc2c(c1)oc1ccccc12	5%
CCOC(=O)c1ccc(-n2c(CCC(=O)O)ccc2-c2cccs2)cc1	5%
Cn1c(=O)c2c(ncn2CCCC(=N)N2CCOCC2)n(C)c1=O	-18%
Cc1ccc(C(=O)CSc2ncnc3ccccc23)o1	8%
CC(C)C[C@H](NC(=O)c1nc[nH]c1C(=O)NC(c1ccccc1)c1ccccc1)C(=O)OCc1ccccc1	12%[57.5 µM]
Cc1c(NC(=O)/C(C#N)=C/c2c(N3CCCCC3)nc3ccccn3c2=O)c(=O)n(-c2ccccc2)n1C	3%[57.5 µM]
Cc1cccc(C)c1NC(=O)C1(N2CCN(C(=O)c3ccco3)CC2)CCCCC1	-8%
COc1ccc(NC(=O)c2cc(OC)c(OC)c(OC)c2)cc1S(=O)(=O)N1CCCCC1	-2%
CCC(C)NCCCOc1ccc([N+](=O)[O-])cc1 (configuration not stated)	-3%
COCCOC(=O)c1c(NC(=O)CN(C)c2ccccc2)sc(C(N)=O)c1C	1%
COc1ccc(N2CCN(CC(=O)Nc3nnc(-c4ccccc4)s3)CC2)cc1	2%
O=C(Nc1ccccc1)Nc1cccn(Cc2c(F)cccc2Cl)c1=O	?
Cc1cccc(C(=O)Nc2ccnc(-c3cccnc3)n2)c1	2%
O=C(NNc1ccc(F)cc1F)C1CCC1	3%[57.5 µM]
O=C(OCC(=O)c1c[nH]c2ccccc12)c1cc2ccccc2cc1O	-4%
Cc1ccc(CN2CCN(CC(C)C)C(CCO)C2)s1 (configuration not stated)	-2%
C/C(=N\N1C(=O)c2ccccc2C1=O)c1cccc([N+](=O)[O-])c1	7%
CC(=O)Nc1ccc2nc(-c3ccco3)[nH]c2c1	12%
CCCCn1c(N)c(NCc2ccccc2)c(=O)[nH]c1=O	2%
Cc1ccc(-n2nc(C)c3c2OC(N)=C(C#N)C3c2ccc(C)o2)cc1 (configuration not stated)	?
COc1cc(C2NC(=S)NC(C)=C2C(=O)OC(C)C)ccc1OC(C)C (configuration not stated)	-5%
Cc1ccc(NS(=O)(=O)c2ccc(C(=O)NCC3CCCO3)cc2)cc1 (configuration not stated)	5%
O=C(N/N=C/c1cc(Br)cs1)c1ccc2c(c1)OCCO2	-6%[57.5 µM]
COc1ccc(NC(=O)CSc2cc(C)nc3c(-c4ccccc4)cnn23)cc1	-3%[57.5 µM]
Cc1ccc(C(=O)CSc2nnc(COc3ccc(C#N)cc3)n2-c2ccccc2)cc1	4%
CCn1ccnc1CN(C)C(=O)c1cc(COc2c(F)cccc2F)on1	-4%
O=C(CN1C(=O)CCC1=O)Nc1nc(-c2nc3ccccc3s2)cs1	9%
CC12CCC3C(CC3(C)C)C(C)(CCC1=O)O2 (configuration not stated)	8%

Exported with each value named: entries from further up.
Cn1c(=O)c2c(ncn2CCCC(=N)N2CCOCC2)n(C)c1=O
  ERK EGF block: -18%
Cc1cccc(N2C(=O)C3C4C=CC(C5CC45)C3C2=O)n1 (configuration not stated)
  ERK EGF block: 4%[57.5 µM]
O=C(CC1S/C(=N\S(=O)(=O)c2ccccc2)N(c2ccccc2)C1=O)Nc1ccc(F)cc1 (configuration not stated)
  ERK EGF block: -6%
N#CC(C(=O)c1ccccc1)=C1SCCS1
  ERK EGF block: -13%[57.5 µM]

Next compounds follow.
SMILES	ERK EGF block
CCOc1ccc(CN2CCN(Cc3cnn(CC)c3C)CC2CCO)cc1 (configuration not stated)	3%
COc1ccc(N2CCC(CNC(=S)Nc3cc(C)cc(C)c3)C2)cc1 (configuration not stated)	14µM*
Cc1ccc(C)c(S(=O)(=O)N/N=C/c2ccc(N(C)C)cc2)c1	-15%[57.5 µM]
CC(=O)NC(=S)Nc1ccc(NC(=O)COc2ccc(C(C)C)cc2)cc1	-10%
O=C(CSc1nnc(-c2ccc(F)cc2)n1-c1ccccc1)NCCN1C(=O)CSC1=O	1%
CN(C)C(=O)CN1CCN(Cc2cn(C)nc2-c2ccc3c(c2)OCCO3)CC1	-5%
COc1ccc(-c2cc(=O)oc3c(C)c(O)c(CN(C)C)cc23)cc1	1%[57.5 µM]
CCn1nc(C)c(CN2CCCC(C(=O)c3cccc(OC(C)C)c3)C2)c1C (configuration not stated)	1%
FC(F)(F)c1ccc(C2[C@H]3CN(CC4CCCCC4)[C@H](c4ccccc4)C34CC2(c2ccccc2)C4)cc1 (some centres not stated)	-3%
O=C(Nc1nccs1)c1cc(-c2ccccc2)nn1-c1ccccc1	-5%
O=C1N/C(=N\N=C\c2ccco2)SC1Cc1ccc(F)cc1 (configuration not stated)	-4%
O=C(Nc1ccc(OC(F)(F)F)cc1)Nc1cccnc1	11%[57.5 µM]
COc1cccc(/C=C2/SC(=O)N(C)C2=O)c1OCc1ccc(C(=O)O)cc1	9%
COc1ccc(C)cc1NC(=O)Nc1cnccn1	-8%
CCN(CC(=O)Nc1c(F)cccc1F)C(=O)CCc1ccc(OC)cc1	-2%
O=C1C=CC2=C3c4cc(O)c(O)cc4C[C@@]3(O)COC2=C1	1%
Nc1nc(NC(=O)c2ccccc2Cl)nn1-c1ccccc1	13%[57.5 µM]
Cc1[nH][nH]c(=O)c1C=NCc1ccc(Cl)cc1	-4%
COc1cc(C=O)c(Br)cc1OCC(=O)NCCc1ccccc1	-6%
CC1=NN(c2nc(-c3ccc(C)cc3)cs2)C(=O)C1N=Nc1ccccc1O (configuration not stated)	?

A few values from the entries so far:
Reading of O=C1C=CC2=C3c4cc(O)c(O)cc4C[C@@]3(O)COC2=C1 under ERK EGF block: 1%
Reading of Cc1[nH][nH]c(=O)c1C=NCc1ccc(Cl)cc1 under ERK EGF block: -4%
Reading of COc1cccc(/C=C2/SC(=O)N(C)C2=O)c1OCc1ccc(C(=O)O)cc1 under ERK EGF block: 9%

New compounds follow
SMILES	ERK EGF block
O=C(O)c1cn(-c2ccc(F)cc2)c2cc(N3CCNCC3)c(F)cc2c1=O	3%
Clc1ccc(-n2nnnc2-c2cnc(-c3ccncc3)nc2-c2cccs2)cc1	8%
O=C(Cc1ccc(F)cc1)N1CCC(N2CCC(C(=O)N3CCOCC3)CC2)CC1	0%
CC(C)NS(=O)(=O)c1ccc(CCC(=O)Nc2ccc3c(c2)OCCO3)cc1	7%
Cn1cccc1C(=O)N1CCC2(CCCN(C(=O)Nc3ccccc3)C2)CC1	9%
COc1cc2c3cc1Oc1cc(ccc1O)CC1c4c(cc(OC)c(O)c4Oc4ccc(cc4)CC3N(C)CC2)CC[N+]1(C)C (configuration not stated)	29%
CC1CCN(CCCOc2ccc(Cl)cc2Br)CC1	3%
O=C(COc1ccc(Cl)cc1Cl)NNC(=S)NCc1ccco1	-5%
CCCCNCc1nc2ccccc2c(=O)[nH]1	-9%[57.5 µM]
O=S1(=O)N=C(N=Nc2c(O)[nH]c3ccccc23)c2ccccc21	-3%

Not all compounds are listed, so the mix of outcomes need not match the whole.
